M1 ag: human M1 muscarinic receptor agonists, primary screen, Fluo-8 calcium fluorescence, CHO-K1 cells, HTS | CHO-K1 hM1, agonist mode; 0% DMSO, 100% acetylcholine EC100 | activation, % at 3 µM | 360,000 tested, 0.33% active | AID 588814, 2011;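 active = activation above the run's mean compound activation plus 3 SD, cut at about 16% in these data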;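 note: peak over basal fluorescence ratio within a 140 s kinetic read after compound addition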
Target sequence (P11229 whole entry, looked up): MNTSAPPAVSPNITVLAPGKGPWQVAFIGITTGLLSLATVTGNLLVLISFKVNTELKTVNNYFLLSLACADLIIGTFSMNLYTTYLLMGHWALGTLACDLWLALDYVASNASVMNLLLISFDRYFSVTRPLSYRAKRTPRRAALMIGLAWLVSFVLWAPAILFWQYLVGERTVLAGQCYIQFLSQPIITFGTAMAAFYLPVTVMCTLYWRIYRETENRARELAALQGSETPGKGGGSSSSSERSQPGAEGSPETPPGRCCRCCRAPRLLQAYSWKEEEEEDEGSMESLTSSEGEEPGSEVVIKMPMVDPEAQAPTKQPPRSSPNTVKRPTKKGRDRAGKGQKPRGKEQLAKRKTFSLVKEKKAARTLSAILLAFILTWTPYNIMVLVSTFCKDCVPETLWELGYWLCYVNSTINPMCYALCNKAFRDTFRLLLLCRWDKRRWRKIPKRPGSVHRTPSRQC
M4 ag: human M4 muscarinic receptor agonists, primary screen, CHO-K1 cells, Fluo-8 calcium fluorescence. Muscarinic acetylcholine receptor M4 (Homo sapiens), P08173. AID 624127, 2012. 360,000 tested, 0.14% active. CHO-K1 hM4/Gqi5; vehicle 0%, full acetylcholine response 100%. activation, % at 3 µM;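 active = activation above the run mean over all test wells plus 3 SD, cut at about 32% in these data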;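 note: peak over basal fluorescence ratio per well then scaled between controls; 0% = DMSO wells and 100% = acetylcholine at EC100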
Target sequence (P08173 whole entry, looked up): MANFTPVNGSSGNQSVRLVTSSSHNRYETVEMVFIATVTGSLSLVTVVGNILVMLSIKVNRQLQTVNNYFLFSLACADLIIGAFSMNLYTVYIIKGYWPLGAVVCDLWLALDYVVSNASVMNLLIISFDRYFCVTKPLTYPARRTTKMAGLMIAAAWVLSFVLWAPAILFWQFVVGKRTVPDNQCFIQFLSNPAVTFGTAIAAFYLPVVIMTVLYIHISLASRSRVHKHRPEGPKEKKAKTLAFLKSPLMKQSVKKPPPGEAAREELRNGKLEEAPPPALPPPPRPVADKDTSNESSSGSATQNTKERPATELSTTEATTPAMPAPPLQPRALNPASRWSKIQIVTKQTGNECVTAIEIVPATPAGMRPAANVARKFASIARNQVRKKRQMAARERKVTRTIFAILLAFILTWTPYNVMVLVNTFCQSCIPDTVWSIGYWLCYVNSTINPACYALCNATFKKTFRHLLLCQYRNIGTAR
CHRM4 antagonist: human M4 muscarinic receptor antagonists, primary screen, CHO cells, Fluo-8 calcium fluorescence. Muscarinic acetylcholine receptor M4 (Homo sapiens), P08173. CHO-hM4 cells, ACh EC80. inhibition, % at 3 µM. 360,000 tested, 0.73% active. AID 624125, 2012;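 active = inhibition above its plate's cutoff, the mean inhibition of sample wells plus 3 SD, cut at about 27% in these data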;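 note: 0% = acetylcholine EC80 with DMSO and 100% = DMSO without agonist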
M5 PAM: human M5 muscarinic receptor positive allosteric modulators, primary screen, CHO-K1 cells, Fluo-8 calcium fluorescence | AID 624038, 2012 | CHO-K1 hM5, ACh EC20 PAM; 0% = ACh EC20, 100% = ACh EC100 | activation, % at 3 µM | 360,000 tested, 0.3% active;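 active = activation above the run cutoff, the mean activation of all test compounds plus 3 SD, cut at about 18% in these data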
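system = human M5 receptor in CHO-K1 cells | compound = one concentration, 3 µM final (nominal) | schedule = Post-acetylcholine fluorescence recording 140 s | signal = Fluo-8 calcium dye fluorescence, kinetic read | benchmarks = low control EC20 acetylcholine (0%), high control EC100 acetylcholine (100%) | repeats = singlicate, one well per test compound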
TAAR1 ag: human TAAR1 agonists, primary screen, Fluo-8 calcium fluorescence, CHO RD-HGA16 cells; vehicle wells 0%, saturating PEA agonist 100%; activation, % at 3 µM; 360,000 tested, 0.99% active;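 active = activation above the mean activation of all test compounds in the run plus 3 SD, cut at about 38% in these data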
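Benchmarks: low control DMSO, high control PEA (EC100); System: CHO RD-HGA16 cells carrying human TAAR1 plus Gα16; Detection: Fluo-8 fluorescence, 5 s baseline then 140 s kinetic read; Schedule: 17-24 h plating, Fluo-8 75 min 37 °C, 30 min RT; Read-out basis: % activation from peak over basal fluorescence ratio, DMSO-to-PEA scaled.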
CHRM5 antagonist: human M5 muscarinic receptor antagonists, primary screen, CHO cells, Fluo-8 calcium fluorescence | Muscarinic acetylcholine receptor M5 (Homo sapiens), P08912 | CHO-hM5 cells, ACh EC80 | inhibition, % at 3 µM | 360,000 tested, 0.59% active;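 active = inhibition above a per-plate cutoff, the mean of that plate's test compounds plus 3 SD, cut at about 27% in these data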;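 note: 0% = acetylcholine EC80 with DMSO and 100% = DMSO without agonist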
M1 PAM: human M1 muscarinic receptor positive allosteric modulators, primary screen, CHO-K1 cells, Fluo-8 calcium fluorescence, 1536-well | Muscarinic acetylcholine receptor M1 (Homo sapiens), P11229 | CHO-K1 hM1, ACh EC20; 0% = ACh EC20, 100% = maximal ACh | activation, % at 3 µM | 360,000 tested, 0.088% active | AID 588819, 2011; in the data active = activation above about 19%, passing the limit was not always enough
M1 antag: human M1 muscarinic receptor antagonists, primary screen, CHO-K1 cells, Fluo-8 calcium fluorescence, 1536-well; 360,000 tested, 1.3% active; inhibition, % at 3 µM; CHO-K1 hM1, ACh EC80 antagonist; AID 588852, 2011;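 active = percent inhibition above its own plate's cutoff, namely the mean of that plate's compound wells plus 3 SD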;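 note: peak over basal fluorescence ratio during 140 s after agonist addition; 0% = ACh EC80 plus DMSO and 100% = DMSO alone without agonist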
CHRM5 agonist: human M5 muscarinic receptor agonists, primary screen, CHO-K1 cells, Fluo-8 calcium fluorescence. Muscarinic acetylcholine receptor M5 (Homo sapiens), P08912. CHO-K1 hM5 cells; 0% DMSO wells, 100% maximal acetylcholine response. activation, % at 3 µM. 360,000 tested, 0.19% active;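 active = activation above the run's mean over test compounds plus 3 SD, cut at about 23% in these data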;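 note: signal is peak over basal fluorescence ratio across the kinetic read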
The depositor's hits bear a star; / = not tested or not shown.

SMILES	M1 ag	M4 ag	CHRM4 antagonist	M5 PAM	TAAR1 ag	CHRM5 antagonist	M1 PAM	M1 antag	CHRM5 agonist
O=C(Nc1nc2ccc([N+](=O)[O-])cc2s1)C1CCCO1 (centres undefined)	-6	1	7	-8	3	11	1	3	0
COc1ccccc1C(=O)n1nc(-c2ccc(Cl)cc2)nc1N	-5	0	-9	-1	19	-14	-11	5	-10
Cc1onc(-c2ccccc2Cl)c1C(=O)Nc1nn[nH]n1	-5	0	9	2	6	4	3	-3	2
Cn1c(N)c(C(=O)COC(=O)c2ccnc3ccccc23)c(=O)n(C)c1=O	3	1	-19	10	10	-4	8	-7	-1
CC(C)=CCC[C@](C)(O)C1CC[C@]2(C)C1C(O)CC1[C@@]3(C)CCC(O)C(C)(C)C3C(O[C@@H]3OC(CO)C(O)C(O)C3O[C@@H]3OC(C)C(O)C(O)C3O)C[C@]12C (some centres undefined)	8	0	-3	-8	1	16	15	-1	0
COc1ccccc1CNC(=O)COC(=O)CCC(=O)c1cccs1	-4	1	3	-1	0	10	10	-19	-2
Cc1noc(C)c1NC(=O)Nc1ccc2c(c1)C(=O)N([C@H](C)CO)C[C@H](C)[C@@H](CN(C)C(=O)Nc1c(C)noc1C)O2	-1	1	7	8	8	6	1	0	-1
CC(=O)n1cc([C@@H]2C=C(C(=O)N3CCOCC3)O[C@H](OCc3ccc(CO)cc3)C2)c2ccccc21	-2	8	-10	-9	14	11	0	-8	4
CC(NC(=O)COc1cccc(Br)c1)C(=O)O (centres undefined)	-4	0	7	-3	13	13	3	-12	-1
CCC1(C)Cc2c(sc(NC(=O)CCC(=O)O)c2C#N)CO1 (centres undefined)	-3	0	-1	-1	-1	2	5	4	-3
COc1ccc(/C=C(\NC(=O)c2ccccc2)C(=O)N/N=C/c2sccc2C)cc1	-3	1	1	-4	0	6	-1	-2	-1
COc1ccc(-c2c3c(cc(C)[n+]2[O-])oc2ccc(OC)cc23)cc1	-4	1	-1	-2	-1	-7	-3	6	-2
C/C(CC(=O)NC12CC3CC(CC(C3)C1)C2)=N\NC(=O)c1ccc(C)cc1	-1	0	-5	3	-1	1	15	-19	6
O=S(=O)(NCc1ccccn1)c1ccc(Cl)s1	-9	1	-4	-4	5	0	2	5	-3
CC1(Cc2ccc(Cl)cc2)C(=O)Nc2ccc(-c3ccc(F)c(Cl)c3)cc21 (centres undefined)	-2	-1	-5	-8	-1	-1	2	-5	3
CC(C)C1OC2(C)OC(=N)C1(C#N)C(C#N)(C#N)C2c1ccccc1 (centres undefined)	-4	3	4	-3	3	-4	4	-2	-1
COc1ccc(N(CC(=O)NCc2ccc(Cl)cc2)S(=O)(=O)c2c(C)nn(C)c2C)cc1	-2	3	2	-5	5	11	6	-14	-2
CCN(CC)S(=O)(=O)c1cccc(N=NC2=C(O)CCCC2=O)c1	-6	2	-5	-4	-1	-1	11	-9	-1
COc1cc(OC)c(S(=O)(=O)N2CCCCC2)cc1S(=O)(=O)N1CCCCC1	3	5	17	-4	13	9	4	2	16
COc1ccc(OCC(O)Cn2c(=N)n(CCN3CCCCC3)c3ccccc32)cc1 (centres undefined)	-6	1	2	-1	6	7	-7	-18	-9
Cc1ccc(S(=O)(=O)CCC(=O)Nc2cc(C)on2)cc1	0	0	-1	4	0	-1	7	-5	-1
O=S(=O)(c1cc(F)ccc1F)N1CCN(c2ncccn2)CC1	-5	1	-6	-3	-2	-6	6	-2	-9
O=C(c1ccc2c(c1)C(=O)N(Cc1ccco1)C2=O)N1CCOCC1	-5	0	-2	-3	10	7	2	-2	-2
COc1ccc(-c2cc(N)n(S(=O)(=O)c3c(F)c(F)c(F)c(F)c3F)n2)cc1OC	1	0	12	-2	16	5	0	10	6
Cc1c(C)n(Cc2ccccc2)c2ccc(C(=O)NCCN3CCOCC3)cc12	-4	2	-4	-10	6	18	-8	-14	-3
Cc1ccc(NC(=O)NC2OC(=O)c3ccccc32)cc1 (centres undefined)	-3	0	4	-9	1	10	-9	17	-3
CNS(=O)(=O)c1ccc2ccccc2c1	-2	1	13	-2	2	5	4	-5	-5
Cc1ccccc1SC1CCN(Cc2nc(C3CC3)no2)CC1	-9	0	-5	-1	5	-2	11	-16	-4
Cc1ccc(CNC(=O)CCS(=O)(=O)c2ccc3c(c2)NC(=O)CO3)cc1	-3	1	8	-2	2	3	5	-7	-3
Cc1cccc(-n2nc3c(c2NC(=O)C(C)C)CSC3)c1	1	0	-9	0	1	6	16	-2	-6
O=C(NCCc1cccs1)C1CC(c2c(Cl)cccc2Cl)=NO1 (centres undefined)	-3	3	-1	-6	47*	16	4	-1	-7
Cc1cc(Br)cn2c(Cc3ccccc3)c(-c3ccc(C#N)cc3)nc12	-6	-1	19	-1	-1	11	-5	-17	-1
COc1ccc(CCc2ccc3ccccc3n2)cc1	-3	0	-2	-3	3	14	10	-14	-2
CC(C)(C)n1c(O)c2n(c1=O)Cc1ccccc1N=C2c1ccccc1	-7	8	-10	-6	-2	7	3	-36	-1
O=C(CSc1nccn1Cc1ccccc1)NC1CCCC1	-3	1	1	1	3	2	9	-15	-3
COc1ccc2oc(=O)c(C(=O)Nc3ccccc3-c3ccccc3)cc2c1	-4	0	17	-4	2	9	8	-17	-2
COc1cccc(N2CCN(C(=O)c3ccc(Cl)c(S(=O)(=O)N4CCCCCC4)c3)CC2)c1	-4	1	-8	-1	0	7	6	-10	0
Cc1ccc(-c2cc(C(=O)Nc3cc(C(=O)O)ccc3C)c3ccccc3n2)cc1	-1	16	-7	-14	11	10	-11	10	6
O=C(CSc1nc2c([nH]c3ccccc32)c(=O)n1-c1ccccc1)N1CCOCC1	-1	2	-11	-2	2	-6	10	-15	0
CCc1nnc(NC(=O)C2CC(=O)N(C3CCCCC3)C2)s1 (centres undefined)	-2	1	-6	-8	2	10	6	-9	-4
COc1ccccc1CNc1ncnc2nc[nH]c12	4	4	-3	-5	1	4	10	-20	4
O=C(CCN1CCOCC1)NNC(=O)Nc1cccc(Cl)c1	-2	0	-9	5	0	-4	3	-3	-2
Cc1cccc2nnc(-c3ccccc3)n12	-5	0	-2	4	1	15	6	-11	2
COc1ccccc1NC(=O)c1ccccc1NC(=O)c1cc(Cl)ccc1NC(=O)c1ccco1	-3	1	-6	1	2	0	6	-1	-2
COc1ccc(C(C(=O)NC2CCCCC2)N(C(=O)c2sc(C)nc2C)c2ccccc2)cc1 (centres undefined)	-7	3	-17	-7	5	8	-5	-4	-2
NC(=O)c1ccccc1	1	0	3	-3	3	9	10	-26	0
CN1C(=O)c2ccc(C(=O)NCc3ccc4c(c3)OCO4)cc2C1=O	-6	1	0	-4	2	-6	6	-8	0
Cc1ccc(Cl)cc1NC(=O)Cn1c(C)csc1=O	-5	1	-5	3	-2	-2	7	-7	0
CN(CC(=O)Nc1ccc(Cl)cc1)C(=O)CCNC(=O)c1ccc(Cl)cc1	-7	3	-8	5	10	-8	11	-9	-1
COc1ccc2nc(N3CCCC(C(=O)NCCCN4CCN(C)CC4)C3)sc2c1 (centres undefined)	-4	0	3	0	-1	0	10	-10	-2
O=C(c1ccc(OC(F)(F)F)cc1)c1ncc[nH]1	-8	-1	3	1	/	3	8	-9	-5
Cc1cccc(NC(=S)N2CCCCC2)c1	-5	1	-1	1	4	2	11	-14	1
CCCC(=O)c1cc2c(cc1NC(=O)CC)OCCO2	-4	0	-7	-5	12	9	-10	15	-1
O=C(Nc1cccc2nsnc12)c1cccnc1Cl	-3	1	-7	-2	1	-2	8	-10	-1
CCC1NC(=O)c2cccnc2-n2c1nc1cc(OC)c(OC)cc1c2=O (centres undefined)	-4	0	-3	-1	3	5	2	-6	1
CCN(CC)C(=O)C1=C(C)N(Cc2ccc(F)cc2)C(=O)C(CC(=O)NC(c2ccccc2)c2ccccc2)C1 (centres undefined)	-6	1	-5	-1	4	-2	8	-10	0
O=C(NNC(=O)C12CC3CC(CC(C3)C1)C2)c1ccccc1[N+](=O)[O-]	-1	0	3	-5	-2	11	3	-5	0
O=C(N/N=C/c1coc2ccccc2c1=O)c1ccncc1	-3	1	-7	4	1	0	10	-12	-4
COC(=O)[C@@]1(Cc2ccc(F)cc2)[C@H]2c3cc(C(=O)N(C)C)n(C[C@H](O)CO)c3C[C@H]2CN1C(=O)c1ccccc1	-5	1	1	6	7	3	3	-1	3
CCOc1cccc(C2CC(=O)Nc3cc(OC)c(OC)cc32)c1 (centres undefined)	1	1	-7	-4	1	8	8	-10	3
Later entries
SMILES	M1 ag	M4 ag	CHRM4 antagonist	M5 PAM	TAAR1 ag	CHRM5 antagonist	M1 PAM	M1 antag	CHRM5 agonist
O=C(COC(=O)C1CC2CCCC(C1)C2=O)Nc1ccccc1 (centres undefined)	-2	4	-1	12	3	-1	5	0	1
COc1ccc(CNC(=O)C2CCCN(c3ncnc4c3nc3n4CCCCC3)C2)cc1 (centres undefined)	-3	0	7	-4	/	5	9	-16	-2
O=C(Cc1ccc(Cl)cc1Cl)Nc1cccc(S(=O)(=O)Nc2ccccc2F)c1	-2	4	1	-1	9	-1	-4	13	-3
Cc1c(OCc2ccc([N+](=O)[O-])cc2)ccc2c3c(c(=O)oc12)CCC3	-2	1	4	-3	1	4	5	-6	-2
CCN(CC)S(=O)(=O)c1ccc2oc(C(=O)NCCN3CCOCC3)c(C)c2c1	-9	4	-1	-1	1	13	0	4	-2
Cc1nn(C)c(C)c1/C=C(/C(=O)C(C)C)n1cncn1	-3	11	12	-10	0	14	1	4	2
COc1ccc(Oc2nccc(-c3ccc(Cl)cc3)n2)cc1	-3	1	1	-5	12	0	2	1	2
O=C(CCc1ccccc1)Nc1cc(NC(=O)CCc2ccccc2)cc(C(=O)O)c1	-2	2	-4	2	6	6	15	-14	5
CC1(C)Cc2nc3sc(C(=O)NCCCO)c(N)c3cc2CO1	-2	1	-6	2	2	-3	10	-1	6
COc1ccc(C(=O)NC(=S)NNC(=O)c2ccncc2)cc1Br	11	3	-2	6	60*	11	10	-9	10

Filtered by structure: the compounds so far with a nitro group on carbon (three)
SMILES	M1 ag	M4 ag	CHRM4 antagonist	M5 PAM	TAAR1 ag	CHRM5 antagonist	M1 PAM	M1 antag	CHRM5 agonist
O=C(Nc1nc2ccc([N+](=O)[O-])cc2s1)C1CCCO1 (centres undefined)	-6	1	7	-8	3	11	1	3	0
O=C(NNC(=O)C12CC3CC(CC(C3)C1)C2)c1ccccc1[N+](=O)[O-]	-1	0	3	-5	-2	11	3	-5	0
Cc1c(OCc2ccc([N+](=O)[O-])cc2)ccc2c3c(c(=O)oc12)CCC3	-2	1	4	-3	1	4	5	-6	-2

Screening results: PubChem, The Scripps Research Institute Molecular Screening Center

Some of the compounds tested; count on the stated rates, not on these rows.
